Insulin prom inh = TRM-6 insulin promoter activity inhibition | inhibition, % at 2 µM | TRM-6 cells (human fetal islet line), insulin promoter-eGFP reporter, imaging; reporter expression induced with tamoxifen | 130,000 compounds, 0.9% hits;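 active = inhibition above the mean plus 3 SD, with well images judged a real hit on visual review, cut at about 60% in these data, passing the limit was not always enough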
SDO1 yeast rescue = compounds rescuing growth of sdo1-depleted yeast, bone marrow failure model. S. cerevisiae sdo1-depleted JHY4D growth rescue, OD600 30 h; stronger effect = higher value; pdr5 snq2 efflux-pump mutant strain. z-score at 10 µM. 140,000 compounds, 0.21% hits;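 active = z-score above 3 at both the 24 hr and the 30 hr optical density reads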;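 also: z-score against mean and SD of all compound wells on the same plate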
SDO1 yeast rescue Rescue 24 h = further read-out of SDO1 yeast rescue, marked with its call; z-score; S. cerevisiae sdo1-depleted JHY4D growth rescue, OD600; measured here: growth rescue at 24 h;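 0 is the plate mean of compound wells and units are plate SD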
Starred values were filed as active, the others as inactive; nt = not tested or not shown.

Insulin prom inh	SDO1 yeast rescue	SDO1 yeast rescue Rescue 24 h	SMILES
47.1	0.34	-0.14	O=C(CN(C1CCCCC1)S(=O)(=O)c1ccc(F)cc1)NCCCO
33.3	-0.62	-0.82	O=C(c1coc2ccc(O)cc12)C1CC1
-46.9	1.27	0.5	Cc1ccc(-c2noc(=O)n2CC(=O)Nc2ccc(S(=O)(=O)NC3CC3)cc2)cc1
-35.7	nt	nt	Cc1cccc(-n2c(C)cc(C)c(C#N)c2=O)c1
10.5	nt	nt	CCC(=O)c1ccc(N2CCN(C(=O)c3ccc(F)cc3)CC2)c(F)c1
-17.1	nt	nt	Nc1nc(N2CCOCC2)n[nH]1
11.8	nt	nt	COC(=O)CSCC(=O)Nc1nnc(-c2cccc(C)c2)s1
-26.3	-0.97	-0.96	CCCc1nc(-c2cc3ccc(C)cc3[nH]c2=O)no1
45.5	-0.29	-0.1	Cc1cccc(N2C(=O)CC(Sc3nc(C)c4c(n3)CCCC4)C2=O)c1 (stereo not given)
34.3	-0.34	-1.04	CC1=C(C#N)C(Nc2ccc(Cl)cn2)(C(F)(F)F)C(=O)N1 (stereo not given)
-44.8	-1.2	-1.18	CN(/N=C\c1ccc(O)c(O)c1)c1nc(-c2ccccc2)cc(-c2ccccc2)n1
-63.3	0.74	-0.46	Cc1c(C(=O)Nc2ccc(Br)cc2)cnn1C
-39.1	-0.13	0.52	CC(C)(C)C(=O)CSc1nnc(-c2cccs2)n1CC1CCCO1 (stereo not given)
15.8	nt	nt	CNC(=S)N1CCN(CCNC2=CC(=O)CC(C)(C)C2)CC1
-11.4	0.97	1.35	CCN1CCN(c2nc(-c3cccnc3)nc3ccccc23)CC1
52.0	0.67	0.4	CC(=O)C(=[N+]=[N-])C(=O)NCc1ccccc1
nt	-0.5	-0.06	COc1cc([N+](=O)[O-])ccc1NC(=O)Nc1nc2c(s1)CCCC2
37.5	-0.08	-0.32	Cc1csc(NC(=O)CCN2C(=O)c3ccccc3S2(=O)=O)n1
11.1	1.51	2	COc1ccc([N+](=O)[O-])cc1NC(=O)Nc1cccc(Cl)c1
40.0	-0.28	-0.11	COC(=O)c1oc2ccc(Br)cc2c1NC(=O)CCN1CCOCC1
-41.7	0.71	1.36	Cc1cc(C)nc(SCc2nnc(SCC(=O)N3CCCc4ccccc43)o2)n1
-7.7	-0.72	-0.6	CCOc1ccc(CCNC(=O)C2CCCN(c3nnc(-n4cccc4)s3)C2)cc1OCC (stereo not given)
10.0	0.41	-0.42	CN(Cc1ccccc1)c1nnc(N)s1
-21.9	0.74	0.36	Fc1ccc2[nH]c3c(N4CCN(C5CCCCC5)CC4)ncnc3c2c1

An excerpt from above in order of their number in Insulin prom inh, highest first.
Insulin prom inh	SDO1 yeast rescue	SDO1 yeast rescue Rescue 24 h	SMILES
52.0	0.67	0.4	CC(=O)C(=[N+]=[N-])C(=O)NCc1ccccc1
40.0	-0.28	-0.11	COC(=O)c1oc2ccc(Br)cc2c1NC(=O)CCN1CCOCC1
11.1	1.51	2	COc1ccc([N+](=O)[O-])cc1NC(=O)Nc1cccc(Cl)c1
10.0	0.41	-0.42	CN(Cc1ccccc1)c1nnc(N)s1
-7.7	-0.72	-0.6	CCOc1ccc(CCNC(=O)C2CCCN(c3nnc(-n4cccc4)s3)C2)cc1OCC (stereo not given)
-21.9	0.74	0.36	Fc1ccc2[nH]c3c(N4CCN(C5CCCCC5)CC4)ncnc3c2c1

(cont.)
Insulin prom inh	SDO1 yeast rescue	SDO1 yeast rescue Rescue 24 h	SMILES
nt	0.35	-0.06	Cc1ccccc1-c1nc(CN2CCC(C(=O)NCC3CCCO3)CC2)c(C)o1 (stereo not given)
-42.3	-0.04	0.22	C=CCn1c(SC(C)C(=O)NCc2ccc3c(c2)OCO3)nnc1C1CCCCC1 (stereo not given)
-13.3	-0.21	0.08	Cc1cc(S(=O)(=O)N2CCN(c3ccccc3C)CC2)ccc1F
15.0	nt	nt	CC(=O)c1cccc(CN2CCCC(CCC(=O)NCc3ccc(F)c(F)c3)C2)c1 (stereo not given)
-22.8	1.77	2.06	Cc1ccc(S(=O)(=O)N2CCOCC2)cc1C(=O)Nc1ccc(-c2cn3ccsc3n2)cc1
-29.0	0.33	0.77	O=C(CNc1cc(S(=O)(=O)N2CCCC2)ccc1OCC(F)(F)F)Nc1ccc(SC(F)F)cc1
50.0	-0.02	-0.67	O=C1N(Cc2ccccc2)CCCC12CCCN(Cc1ccccc1)C2=O
nt	1.01	0.42	CCn1c(SCC(=O)N2CCOCC2)nnc1-c1cccs1
29.0	-0.38	-0.2	Cc1ccc(C(=O)OCC(=O)Nc2sc3c(c2C#N)CCCC3)cc1NC(=O)c1ccco1
-11.8	-0.12	-0.02	CCOC(=O)c1c(NC(=O)c2nc3n(n2)C(C(F)F)CC(C)N3)sc2c1CCCC2 (stereo not given)
29.0	0	-0.45	Cc1nnc(-c2ccccc2)nc1N1CCOCC1
nt	-0.51	-1.03	Cc1cc(-c2ccccc2)n2ncc(C#N)c2n1
10.0	-1.19	-0.5	CCn1c(-c2csc3c2CCC(C)C3)n[nH]c1=S (stereo not given)
nt	-0.86	-0.08	COc1ccc(NC(=O)COn2nnc3ccc(Cl)cc32)cc1OC
25.0	-0.03	-0.26	CCOC(=O)N/N=C1\CC(C)CC(C)(C)C1 (stereo not given)
nt	0.12	-0.42	Cc1ccc(C(=O)CSc2nnc(-c3cccs3)n2C)o1
50.0	-0.64	-0.34	COc1ccc(NC(=O)CN(c2ccccc2)S(=O)(=O)N(C)C)cc1OC
13.3	1.14	-0.01	Cc1cc(C)cc(C(=O)OCC(=O)NCC(F)(F)F)c1
nt	-0.83	-0.28	CCN(CC)CCN1C(=O)C(=O)/C(=C(/O)c2cnn(-c3ccccc3)c2C)C1c1cccs1 (stereo not given)
8.3	-1.79	-0.66	CCN(C(=S)NC(=O)c1ccccc1Br)C1CCCCC1
35.1	-0.05	-0.76	COc1ccc(-c2nc(C)c(C(C)=O)n2O)cc1
29.0	0.09	0.05	O=C(NNC(=S)Nc1cccc(C(F)(F)F)c1)c1cccc(Cl)c1
nt	-0.35	-0.41	CN(C(=O)c1ccc(Cl)c(S(=O)(=O)N2CCOCC2)c1)c1ccccc1C(=O)O
57.1	-0.72	0.03	COC(=O)c1cc(NC(=O)Nc2cc(OC)ccc2OC)cc(C(=O)OC)c1
-27.5	0.94	1.15	CCOC(=O)Nc1cc(C(=O)OC)ccc1C
50.0	nt	nt	CN(C)NC1CC(=O)N(c2ccccc2)C1=O (stereo not given)
-9.1	0.78	0.13	CC(=O)N1CCN(c2ccc(NCc3ccccc3)cc2)CC1
15.4	-0.03	-0.04	CSc1ncccc1C(=O)OCC(=O)Nc1ccc(S(=O)(=O)N2CCCC2)cc1
16.0	-1.27	-0.88	Cn1cccc1/C=C1\SC(=S)N(NC(=O)c2ccccc2Cl)C1=O
nt	0.25	1.04	Cc1ccc2[nH]c(=O)c(CN(CCCN3CCOCC3)Cc3nnnn3C3CCCC3)cc2c1
-2.6	0.19	-0.47	CNC(=S)N(Cc1cccs1)Cc1cc2cc(OC)c(OC)cc2[nH]c1=O
35.7	nt	nt	Cc1ccc(OCC(=O)N/N=C\c2ccc(C)o2)c([N+](=O)[O-])c1
10.0	0.18	0.62	Cc1ccc(-n2c(=O)c3sccc3n(Cc3cc(=O)n4cc(Cl)ccc4n3)c2=O)cc1F
nt	0.39	0.48	O=C(NCC(=O)N(CCc1ccccc1)C(C(=O)NC1CCCCC1)c1ccncc1)c1ccco1 (stereo not given)
4.2	0.23	2.01	O=S(=O)(NC1CCCC1)c1ccc(S(=O)(=O)N2CCN(c3ccccc3)CC2)cc1
nt	1.27	1.32	COc1ccc(C(NC(=O)N2CC(C)OC(C)C2)C(Cl)(Cl)Cl)cc1F (stereo not given)
nt	-0.74	-0.27	O=S(=O)(c1ccccc1)c1nc(Nc2ccccc2N2CCOCC2)sc1Cl
-87.5	1.15	1.21	CC1CC(=O)Nc2ccccc2N1S(=O)(=O)c1ccccc1 (stereo not given)
nt	-0.4	-0.01	COc1cccc(NC(=S)N2CCc3cc(OC)c(OC)cc3C2COc2ccc3c(C)cc(=O)oc3c2)c1 (stereo not given)
-60.5	0.41	-0.2	CCOC(=O)c1ccc(NC(=O)Nc2ccc(S(N)(=O)=O)cc2)cc1
nt	0.77	1.16	O=S(=O)(Cc1cccc(F)c1)c1c[nH]c2ccccc12
9.7	0.44	0.58	COc1ccc(-c2c(=O)n(OCc3ccccn3)c3ccccc3[n+]2[O-])cc1OC
60.0	-0.9	-0.73	O=S(=O)(c1ccc(-c2csc(-c3cccnc3)n2)cc1)N1CCCCC1
nt	1.25	1.38	COc1ccc(-n2nnnc2SCC(=O)NNC(=O)c2ccc([N+](=O)[O-])cc2)cc1
nt	0.79	0.24	Cc1ccc2oc(=O)c3cnn(CC(=O)NCCN4CCOCC4)c3c2c1
41.2	1.07	0.29	CCCCOC(=O)Nc1nnc(CCOCC)s1
0.0	0.74	-0.08	CCCCCCCCCc1nc2sc3c(c2c(=O)n1NC(=O)c1ccccc1[N+](=O)[O-])CC(C)(C)OC3
-29.7	0.19	0.04	O=C(c1cccnc1)N1CCN(Cc2cccc(Br)c2)CC1
-16.7	nt	nt	O=[N+]([O-])c1cccc(-c2ccc(SCc3cccnc3)nn2)c1
25.9	-0.52	0.69	O=C(Oc1cccc(NC(=O)c2ccco2)c1)c1ccc(Br)c(S(=O)(=O)N2CCCCC2)c1
-43.5	-1.45	-0.35	COc1ccc(/C(N)=N/OC(=O)c2ccc(C)c([N+](=O)[O-])c2)cc1OC
-9.1	0.37	0.28	Cc1ccc(-c2csc(C3C(N)=NC(S)=C(C#N)C34CCCCC4)n2)cc1 (stereo not given)
15.4	nt	nt	CC(=O)N1CCN(C(=O)c2cc(S(=O)(=O)Nc3ccc(S(C)(=O)=O)cc3)ccc2Cl)CC1
0.0	-0.77	-0.75	COc1ccc(NC(=O)Cn2nc(C(F)(F)F)c3c2CCCC3)c(OC)c1
-13.3	nt	nt	CCC(C)(C)NC(=O)COc1ccc(C(=O)c2ccccc2)cc1
-3.3	-1.01	-0.82	Cc1ccc(C)c(S(=O)(=O)NCC(=O)Nc2sc3c(c2C(N)=O)CCC(C)C3)c1 (stereo not given)
12.5	nt	nt	CCN1CCN(C2CC(=O)NC2=O)CC1 (stereo not given)
8.1	-0.73	-0.6	S=C(Nc1ccc(Oc2ccccc2)cc1)NC1CCCC1
nt	-0.73	0.11	O=C(Nc1ccc(NC(=O)c2ccco2)cc1)c1ccc2c(c1)OCO2
-9.5	0.81	0.71	CN(C)S(=O)(=O)c1cccc(C(=O)NCc2ccco2)c1

Filtered by structure: the compounds so far containing bromine
Insulin prom inh	SDO1 yeast rescue	SDO1 yeast rescue Rescue 24 h	SMILES
-63.3	0.74	-0.46	Cc1c(C(=O)Nc2ccc(Br)cc2)cnn1C
40.0	-0.28	-0.11	COC(=O)c1oc2ccc(Br)cc2c1NC(=O)CCN1CCOCC1
8.3	-1.79	-0.66	CCN(C(=S)NC(=O)c1ccccc1Br)C1CCCCC1
-29.7	0.19	0.04	O=C(c1cccnc1)N1CCN(Cc2cccc(Br)c2)CC1
25.9	-0.52	0.69	O=C(Oc1cccc(NC(=O)c2ccco2)c1)c1ccc(Br)c(S(=O)(=O)N2CCCCC2)c1

The listing continues.
Insulin prom inh	SDO1 yeast rescue	SDO1 yeast rescue Rescue 24 h	SMILES
29.6	0.52	-0.05	O=C(COc1ccc(S(=O)(=O)N2CCCC2)cc1Cl)NC1CCCC1
nt	-0.47	-0.74	CC1CCCN(CCCNC(=O)c2coc3nc4ccccc4nc23)C1 (stereo not given)
-82.9	0.26	2.21	Cn1c(=O)c2c(nc(NCCc3ccccc3)n2CC(=O)NCCc2ccccc2)n(C)c1=O
28.6	nt	nt	COc1ccc2[nH]cc(CCNS(=O)(=O)c3ccccc3)c2c1
12.2	-1.05	-0.84	Cc1oc(-c2ccccc2)nc1CSc1nc2c(c(=O)[nH]1)CCC2
-22.9	-0.35	-0.57	NC(=O)c1ccccc1NC(=S)NC(=O)CCc1ccccc1
-5.9	nt	nt	COc1ccc(N2CCN(C(=O)CNS(=O)(=O)c3ccc(C)cc3)CC2)cc1
6.2	1.02	1.33	CCn1c(=O)cc(SCC(=O)NCc2cccnc2)c2ccccc21
-11.1	0.5	0.37	CC1(C)OC(=O)C(=NNc2ccccc2)C(=O)O1
-8.1	-0.19	-0.16	Cc1ccc(-c2csc3ncnc(-n4nnc5ccccc54)c23)cc1C
-146.7	nt	nt	FC(F)(F)c1cccc(NC(=S)N(CCCN2CCCC2)Cc2cccn2Cc2ccc(Cl)cc2)c1
-22.2	-0.49	-0.36	CCOc1ccc(NC(=O)Nc2ccc3nccnc3c2)cc1
10.0	-0.97	-0.87	Cc1ccc(Cl)cc1NC1=NC(=S)N(C(C)C)C12CCCCC2
50.0	0.38	-0.09	CCc1ccc(Oc2cc(C)nc(N)n2)cc1
-5.6	0.44	0	COc1ccc(CC(NC(C)=O)C(=O)NC2CCN(c3c(Cc4ccccc4)c(C)nc4ncnn34)CC2)cc1OC (stereo not given)
32.4	0.47	1.84	O=C(CNC(=O)c1ccc([N+](=O)[O-])cc1)N/N=C\c1ccc(OC(=O)c2ccccc2)cc1
-103.5	0.16	1.9	CCCc1nc(NCc2ccc3c(c2)OCO3)c2nnn(Cc3ccccc3Cl)c2n1
0.0	-0.88	-1.1	COc1cc(/C=C2\SC(c3ccc(C)cc3)=NC2=O)ccc1O
-59.5	0.68	-0.25	O=C(c1ccc(S(=O)(=O)N2CCOCC2)cc1)N1CCN(c2cccc(Cl)c2)CC1
